High-throughput results as filed in PubChem BioAssay.
Nrf2 inh – blocks Nrf2 signaling; A549 ARE-Fluc reporter, luciferase luminescence, 18-24 h; Potency, µM (highest dose often 46 µM), for the others: at the highest dose activity change, negative = inhibition, hits mostly inhibitors; hit rate 2.1% among 360,000; further: potency means the concentration at half of the fitted maximal effect; on the % scale 0 is the no-effect control and ±100 the full control effect; nearly all actives have a fitted effect of over 60% in size
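In this cell-based qHTS, ARE-driven firefly luciferase in A549 cells reports Nrf2 activity; the luminescent signal after BugLite lysis is the measured value, with a prior CellTiter-Fluor read for cell health.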
IL1B secr inh – inflammasome signaling inhibition, IL-1 beta readout. THP-1 LPS/ATP IL-1B secretion, AlphaLISA, 16 h; active compounds read low. activity change, % at 57.5 µM. hit rate 4.7% among 360,000; in the data active means activity change below about -50%; inconclusive means mostly about -30% to -49%; further: on the % scale 0 is the no-effect control and ±100 the full control effect
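Secreted IL-1B measured by AlphaLISA bead assay after 16 h compound exposure of THP-1 cells; compounds (final up to 57.5 uM) added 1 h before LPS (250 ng/mL) and ATP (1.25 mM) stimulation; lower signal means less secretion.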
ATXN viability – cell viability loss in ATXN counter-screen; hit rate 0.49% among 400,000; S2 cells (HEK-293 line with an ATXN2-luciferase reporter) viability, CellTiter-Fluor protease fluorescence, 24 h; Potency, µM (highest dose often 56.7 µM), hits mostly cytotoxic; further: potency means the concentration at half of the fitted maximal effect; nearly all actives have a fitted effect of over 40% in size
MCF10A rerep – inducers of DNA re-replication in MCF 10A breast cells; hit rate 2.9% among 350,000; MCF 10A DNA re-replication, Hoechst nuclear intensity, 48 h; Potency, µM (series often up to 46.1 µM), for inactives: top-dose activity, positive = re-replication, actives largely listed as activators; further: potency means the concentration at half of the fitted maximal effect; % of control where 0% means no effect; nearly all actives have a fitted effect of over 50% in size
ATXN2 expr inh – ATXN2 expression inhibition. Potency, µM (top dose mostly 57 µM), inactives show at the highest dose activity change, negative = inhibition, hits mostly inhibitors. AID 1745845. HEK-293 ATXN2-luciferase reporter, luminescence, 24 h. hit rate 0.72% among 360,000; further: potency means the concentration at half of the fitted maximal effect; on the % scale 0 is the no-effect control and ±100 the full control effect; nearly all actives have a fitted effect of over 55% in size
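qHTS (up to 57 uM final) was run with 24 h compound exposure of reporter cells at 37 °C. Each well was multiplexed: SteadyGlo luminescence measured ATXN2-luciferase expression after a fluorogenic Gly-Phe-AFC viability readout (25 uM final).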
A549 viability – kills or reduces viability of A549 cells in Nrf2 counter-screen; A549 ARE-Fluc cells, CellTiter-Fluor viability, 18-24 h; Potency, µM (doses to about 46 µM), without a hit: at the top dose activity change, negative = cytotoxicity, actives largely listed as inhibitors; hit rate 0.16% among 390,000; further: potency means the concentration at half of the fitted maximal effect; on the % scale 0 is the no-effect control and ±100 the full control effect
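A549 ARE-Fluc cells in 5% FBS OPTI-MEM, 5000 cells/well, rested 2 h then exposed to compounds in concentration-response for 18-24 h at 37 °C. Viability by CellTiter-Fluor fluorescence (Ex 405/Em 525) after 30 min; luciferase luminescence (BugLite, 15 min, RT) read afterwards.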
TGFb inhibitor – TGF-b pathway inhibition. AID 588855. hit rate 1.2% among 410,000. Potency, µM (series often up to 46.1 µM), for inactives: at the highest dose activity, negative = inhibition, actives largely listed as inhibitors. HepG2 CAGA-GFP TGF-b/SMAD3 reporter, GFP fluorescence, 18 h; TGF-beta stimulated, 500 pg/mL final; further: potency means the concentration at half of the fitted maximal effect; on the % scale 0 is the no-effect control and ±100 the full control effect; nearly all actives have a fitted effect of over 65% in size
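Cell-based qHTS in HEPG2 carrying a CAGA-GFP Smad reporter; compounds added before 500 pg/mL final TGF-beta, 18 h incubation at 37 degrees C, GFP fluorescence quantified per cell by imaging cytometry.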
HepG2 tox – kills HepG2 cells in TGF-b inhibitor counter-screen; hit rate 0.76% among 410,000; Potency, µM (series often up to 46.1 µM), for the others: at the highest dose activity change, negative = cytotoxicity, actives largely listed as cytotoxic; HepG2 CAGA-GFP viability, ATP luminescence, 18 h; AID 588856; further: potency means the concentration at half of the fitted maximal effect; some results filed as inactive show a strong effect at the top dose
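HepG2 CAGA-GFP cells (1000/well, DMEM with 1% FBS) received compound, then TGF-beta at 500 pg/mL final, and were incubated 18 hours at 37 degrees C. Viability was read by CellTiter-Glo luminescence. Media-only wells were set as complete cell-killing and DMSO as no toxicity.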
Nrf2 activator – activates Nrf2 signaling | AREc32 ARE-luciferase reporter (MCF7-derived line), luminescence, 24 h | Potency, µM (doses to about 46.1 µM), inactives show at the top dose activation, usual class: activators | hit rate 0.31% among 410,000; further: potency means the concentration at half of the fitted maximal effect; % of control where 0% means no effect; nearly all actives have a fitted effect of over 65% in size
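Nrf2 activation is followed as ARE-luciferase induction in the AREc32 line after one day of compound treatment; luminescence is read with Steady-Glo.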
* marks the source's active call; other numbers are inactive results; i = inactive; ? = inconclusive; . = not tested or not shown; [ ] = another dose, or the depositor's remark. Unless noted, the call rests on the fitted dose curve; in most records, active means well fitted curve in the direction sought with a large enough effect; inconclusive means small, poorly fitted or top-dose-only effect, or another doubt; inactive means no such curve, though single readings can be large; an effect the other way counts as inactive or inconclusive.

SMILES	Nrf2 inh	IL1B secr inh	ATXN viability	MCF10A rerep	ATXN2 expr inh	A549 viability	TGFb inhibitor	HepG2 tox	Nrf2 activator
CCC(C(=O)NCc1cc(OC)ccc1OC)n1nc(C)c2sc3ccccc3c2c1=O (stereo not given)	9%	.	.	.	.	7%	.	4%	3.0%
CCc1ccc(CN(C)C(=O)CCc2nnc(Cc3cccc(C)c3)o2)nc1	3%	20	i	0%	-3%	0%	3%	-4%	-0.1%
CCN(CC)C(=O)CSc1nc(N)c2c3c(sc2n1)CC(C)CC3 (stereo not given)	-5%	-29	?	?	43%[activator]	-17%	-25%	-16%	3.5%
O=C(NNc1ncccc1Cl)c1c(Cl)cccc1Cl	-14%	-19	i	-6%	-12%	-6%	-13%	10%	2.5%
COc1ccc(S(=O)(=O)Nc2cccc3c2O[C@@H](CN(C)Cc2ccc(C(=O)O)cc2)[C@@H](C)CN([C@H](C)CO)C3=O)cc1	7%	20	i	-19%	2%	-3%	0%	-3%	-0.1%
CN(C)C(CNC(=O)C1CCN(S(=O)(=O)c2ccc(Cl)cc2)CC1)c1ccccc1 (stereo not given)	10%	-16	i	2%	-7%	-1%	5%	-14%	2.3%
COc1ccccc1N(CC(=O)NCc1ccccc1)C(=O)CCC(=O)Nc1nccs1	-2%	-11	i	-5%	-3%	2%	0%	15%	-0.6%
CCOc1ccccc1CNC(=O)C1CCN(c2nn3cc(-c4ccc(F)cc4)nc3s2)CC1	?	.	.	.	.	0%	-14%	-12%	0.8%
COc1ccccc1NC1=C(Cl)C(=O)N(C2CCCCC2)C1=O	13%	-12	i	11%	-1%	-2%	?	2%	?
COc1ccc(S(=O)(=O)Nc2cccnc2)cc1OC	-14%	9	i	2%	1%	4%	13%	1%	-0.1%
CC(O)c1c(OCc2ccccc2)ncnc1OCc1ccccc1 (stereo not given)	-28%	-15	i	?	0%	-4%	?	-42%	2.1%
Cc1ccc(S(=O)(=O)N2CCN(C(=O)COC(=O)c3cccc(Cl)c3)CC2)c(C)c1	10%	29	i	-8%	-2%	4%	-1%	10%	-0.6%
O=C(CCC(=O)OCCCC(F)(F)C(F)(F)F)Nc1ccccc1	.	5	i	2%	-13%	9%	-2%	-2%	-0.5%
Cc1c(C(=O)OCC(=O)Nc2c(C)n(C)n(-c3ccccc3)c2=O)cccc1[N+](=O)[O-]	-12%	18	i	5%	.	2%	7%	7%	-0.2%
CCC(C)[C@H](NC(=O)NCc1ccccc1Cl)C(=O)O (stereo not given in full)	7%	16	i	3%	10%	1%	10%	-4%	-0.9%
O=C(O)COc1ccc(/C=C/c2nc3ccc([N+](=O)[O-])cc3s2)cc1	-4%	0	.	12µM*	1%	8%	-1%	-1%	-0.1%
COCCN(Cc1ccc(C)c(Br)c1)S(=O)(=O)c1ccc2[nH]c(=O)ccc2c1	.	.	i	.	-9%	2%	0%	9%	2.1%
Cc1ccc(C(=O)NN2C(=O)C3C4C=CC(C4)[C@@H]3C2=O)cc1 (stereo not given in full)	0%	-7	i	0%	.	0%	-27%	-13%	-0.3%
Cc1cc(NS(=O)(=O)c2ccc(NC(=O)c3ccoc3C)cc2)nc(C)n1	-8%	20	i	-2%	1%	3%	3%	16%	-1.3%
COc1ccc(-c2nc(-c3ccccc3)nc(Cl)c2C#N)cc1	-5%	-13	i	?	1%	5%	11%	-12%	-0.3%
Cc1cccc(Cn2c(O)c(N=NC(=S)Nc3ccccc3F)c3ccccc32)c1	5.8µM*	-7	i	-6%	.	?	-2%	-2%	6.9%
Cc1ccc(C(C)C)c(OCCCn2c(=O)oc3ccc(C)cc32)c1	-5%	.	.	.	.	4%	?	-29%	4.3%
Cc1nn(-c2ccccc2)c(N)c1-c1ccccc1	5%	-3	i	3%	28%	-4%	-10%	-1%	0.2%
CCc1ccc(CNC(=O)c2sc3ncccc3c2-n2c(C)ccc2C)cc1	.	.	?	.	-34%	8%	11µM*	-43%	3.9%

Arranged by SMILES length (descending): some entries from above
SMILES	Nrf2 inh	IL1B secr inh	ATXN viability	MCF10A rerep	ATXN2 expr inh	A549 viability	TGFb inhibitor	HepG2 tox	Nrf2 activator
Cc1c(C(=O)OCC(=O)Nc2c(C)n(C)n(-c3ccccc3)c2=O)cccc1[N+](=O)[O-]	-12%	18	i	5%	.	2%	7%	7%	-0.2%
O=C(O)COc1ccc(/C=C/c2nc3ccc([N+](=O)[O-])cc3s2)cc1	-4%	0	.	12µM*	1%	8%	-1%	-1%	-0.1%
Cc1ccc(C(=O)NN2C(=O)C3C4C=CC(C4)[C@@H]3C2=O)cc1 (stereo not given in full)	0%	-7	i	0%	.	0%	-27%	-13%	-0.3%
Cc1ccc(C(C)C)c(OCCCn2c(=O)oc3ccc(C)cc32)c1	-5%	.	.	.	.	4%	?	-29%	4.3%

Continuation:
SMILES	Nrf2 inh	IL1B secr inh	ATXN viability	MCF10A rerep	ATXN2 expr inh	A549 viability	TGFb inhibitor	HepG2 tox	Nrf2 activator
COc1cc(C(O)c2nc(-c3cccc(NC(C)=O)c3)cs2)ccc1F (stereo not given)	.	19	i	.	-16%	.	7%	-20%	4.1%
COCCCNC(=O)/C=C/c1c(Cl)cccc1Cl	15%	17	i	0%	11%	-3%	5%	7%	-0.4%
CC(=O)N1c2c(cc(Br)cc2S(=O)(=O)NCc2ccccc2)CC1C (stereo not given)	-17%	-5	i	-14%	-1%	-12%	3%	-8%	0.0%
Cc1c(NC(=O)CN2C(=O)NC(C)(c3ccc4c(c3)OCCO4)C2=O)c(=O)n(-c2ccccc2)n1C (stereo not given)	4%	1	i	-5%	4%	-4%	1%	8%	0.4%[9.22 µM]
O=CNCc1nc2ccccc2n1CCc1ccccc1	8%	13	i	?	3%	1%	17%	5%	-0.4%
CC(=O)Nc1cncc(-c2ccccc2F)n1	.	7	i	.	17%	.	3%	-66%	-0.8%[9.22 µM]
CCS(=O)(=O)N1CCC2(CC1)OC(=O)C(C)=C2C(=O)NCc1cccc(Cl)c1	?	.	i	.	7%	-5%	-4%	-13%	-0.5%
CC(C)(COC(=O)Nc1ccccc1)COC(=O)Nc1ccccc1	-7%	-51*	i	22%	-19%	3%	?	-21%	-0.3%
COc1ccc(C(=O)OCC(=O)NCc2ccc3c(c2)OCO3)cc1S(=O)(=O)N1CCOCC1	2%	-2	i	3%	15%	2%	-5%	-2%	4.1%
Cc1ccc(-c2cc(C(F)F)n3ncc(C(=O)N4CCc5ccccc54)c3n2)cc1	15%	44	?	2.6µM*	.	-6%	?	7%	0.1%
Cc1cc(C(=O)NNC(=O)CCCCC(=O)NNC(=O)c2cc(C)[nH]n2)n[nH]1	4%	19	i	5%	-3%	-6%	5%	2%	0.2%
NC(=O)CC(NC(=O)Cc1cccc2ccccc12)c1ccc(NC2CC3CCC2C3)c([N+](=O)[O-])c1 (stereo not given)	?	28	?	-50%[inhibitor]	?	?	?	3.5µM*	0.4%
O=C(OCC(=O)N1CCCc2ccccc21)c1cccnc1Cl	12%	7	i	-4%	16%	-4%	1%	0%	-0.7%
Cc1cc(OCC(=O)N2CCCCCC2)ccc1[N+](=O)[O-]	?	1	i	-1%	32%[activator]	-8%	5%	5%	0.0%
Cc1nn(-c2ccccc2)c2nc(N)c(C#N)c(-c3ccc(F)cc3)c12	?	?	i	16µM*	-16%	-5%	-7%	-22%	0.1%
CCOC(=O)C1CCN(CCC(=O)Nc2cccc(Cl)c2C)CC1	11%	1	i	12%	4%	0%[1.84 µM]	3%	-22%	-1.0%
CCOc1cc(CNCCO)cc(Br)c1OCc1ccccc1	-12%	-80*	?	15%	?	1%	?	-143%	0.1%
COc1cccc(NC(=O)N(Cc2c[nH]c3ccccc23)C2CCCCCC2)c1	?	.	?	.	2%	-17%	?	-54%	3.6%
Cc1ccc(NC(=O)c2cc(-c3ccccc3O)n[nH]2)cc1C	-1%	-7	i	6%	29%	-8%	4%	11%	0.2%
CCc1cccc(NC(c2ccccc2)c2nnc(-c3ccccc3F)o2)c1 (stereo not given)	10%	.	i	.	-10%	15%	?	-4%	8.6%
O=C(NCc1cccs1)C(Cc1ccccc1)n1cccc1 (stereo not given)	2%	-23	.	21%	-10%	4%	6%	1%	-0.3%
O=C(N/N=C/c1cccc(O)c1)c1csc2ccccc12	.	-11	i	2%	24%	4%	-8%	-25%	3.8%
COc1ccc(CCNC(=O)CCCn2c(=O)c3cccn3c3cccnc32)c(OC)c1	-36%	-3	i	-3%	-3%	1%	11%	9%	0.1%
O=S(=O)(NCCc1cn2ccsc2n1)c1ccc(Cl)cc1	.	.	.	.	.	7%	-17%	-16%	2.3%
CC1=CS(=O)(=O)CC1Sc1nc2ccccc2[nH]1 (stereo not given)	-2%	0	i	-2%	-5%	1%	-13%	-6%	0.2%
COC(=O)Nc1ccc(SCC(=O)c2ccccc2)cc1	17%	-12	i	11%	17%	0%	1%	0%	2.3%
COc1ccc(N2CCN(C(=O)COC(=O)CNC(=O)c3cccc(OC(F)F)c3)CC2)cc1	2%	8	i	-4%	-11%	3%	0%	0%	-0.3%
Clc1ccc2nc(CSc3nc4ccccc4o3)cn2c1	?	?	i	9%	8%	-5%	3%	-24%	-0.4%
CC(=O)OC1COC(N2CCc3cc(Br)c([N+](=O)[O-])cc32)C(OC(C)=O)C1OC(C)=O (stereo not given)	-8%	-5	i	?	-5%	-15%	-6%	-24%	2.5%
O=C(NCCCN1CCC(Cc2ccccc2)CC1)C1CCC(=O)N1C1CCCC1 (stereo not given)	6%	-4	i	15%	-3%	-5%	14%	-1%	-0.3%
CC(O)CSc1nc2c(c(=O)n(C)c(=O)n2C)n1CCCc1ccccc1 (stereo not given)	-15%	21	i	1%	-2%	9%	-1%	-2%	0.4%
CCOC(=O)c1ccc(N2C(=O)CC(N3CCN(Cc4ccccc4)CC3)C2=O)cc1 (stereo not given)	-15%	10	i	-15%	-5%	-8%	?	5%	3.8%
Cc1cccc(NC(=O)C2CCCN(c3nc4ccccc4s3)C2)c1C (stereo not given)	?	.	i	.	8%	-1%	-19%	-24%	0.3%
